# HepG2 viability: qHTS for Inhibitors of TGF-b: Cytotox Counterscreen; HepG2 CAGA-GFP viability, ATP luminescence, 18 h; Potency, µM (doses to about 46.1 µM), without a hit: top-dose activity change, negative = cytotoxicity, usual class: cytotoxic; 0.76% of 410,000 active; note: potency is the fitted concentration of half-maximal effect; some results filed as inactive show a strong effect at the top dose
#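 CellTiter-Glo luminescence gave cytotoxicity after 18 hours at 37 degrees C. The cells were HepG2 CAGA-GFP in 1% FBS DMEM, stimulated with 500 pg/mL TGF-beta after compound addition. %Activity was normalised to no-cell wells (complete cell-killing) and DMSO (no toxicity), and curves were fitted and classified.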
# Abeta yeast res: qHTS for compounds that reverse cellular toxicity of Amyloid beta (A-beta) peptide in yeast: Primary Screen | yeast expressing A-beta42, growth rescue, OD600, 48 h; response scale: 0% DMSO, 100% iron-clioquinol control | Potency, µM (titrated, usually from 46.1 µM), for inactives: at the top dose growth rescue, most hits filed as activators | 0.063% of 410,000 active | AID 1347071, 2019; note: potency is the fitted concentration of half-maximal effect; nearly all actives have a fitted effect of over 55% in size
#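 Yeast growth medium received pinned compounds, then yeast cells expressing toxic A-beta were added; plates incubated at 30 C for 48 hr. Growth read as absorbance at 600 nm, normalized to DMSO and equimolar FeCl3 plus clioquinol controls.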
# A549 viability: Nrf2 qHTS screen for inhibitors: counterscreen for cytotoxicity; Potency, µM (top dose mostly 46 µM), for inactives: at the highest dose activity change, negative = cytotoxicity, hits mostly inhibitors; A549 ARE-Fluc cells, CellTiter-Fluor viability, 18-24 h; 0.16% of 390,000 active; note: potency is the fitted concentration of half-maximal effect; % is set by controls: 0 for no effect and ±100 for the full control effect
#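 A549 ARE_Fluc cells in 5% FBS OPTI-MEM were exposed to compounds in concentration-response for 18-24 h at 37 deg C. Viability was read by CellTiter-Fluor fluorescence (Ex 405/Em 525) after 30 min, before the luciferase read.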
# Mm-Cpn inhibitor: Inhibitors of TCP-1 ring complex (TRiC) of Methanococcus maripaludis (MmCpn): qHTS | AID 504842, 2011 | Chaperonin Mm-Cpn (Methanococcus maripaludis) | Potency, µM (titrated, usually from 76.9 µM), inactives show top-dose activity, negative = inhibition, actives largely listed as inhibitors | purified Mm-Cpn ATPase, ADP Transcreener TR-FRET | 0.031% of 330,000 active; note: potency is the fitted concentration of half-maximal effect; % is set by controls: 0 for no effect and ±100 for the full control effect; nearly all actives have a fitted effect of over 80% in size
#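 Purified archaeal Mm-CPN (25nM final) preincubated 10 min at 37degC with compound, then 10uM ATP for 30 min at 37degC; ADP measured by HTRF Transcreener TR-FRET; buffer 30 mM TRIS pH 7.4, 100mM KCl, 5mM MgCl2, 1mM DTT.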
# Nrf2 ARE act: qHTS of Nrf2 Activators; AREc32 ARE-luciferase reporter (MCF7-derived line), luminescence, 24 h; Potency, µM (doses to about 46.1 µM), for inactives: at the top dose activation, actives largely listed as activators; 0.31% of 410,000 active; note: potency is the fitted concentration of half-maximal effect; % of control where 0% means no effect; nearly all actives have a fitted effect of over 65% in size
#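 ARE activation measured as luciferase luminescence (Steady-Glo, 30 min RT) in AREc32_Fluc cells after 24 hr compound exposure at 37 deg C, 5% CO2; cells seeded overnight at 1000/well in OPTI-MEM, 5% FBS.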
# CCT modulator: High-Throughput Screening for Modulators of Cytosolic Chaperonin Activity. AID 651819, 2012. activity change, % (no concentration beside the values), hits read low. 0.3% of 360,000 active. purified chaperonin ATPase assay, HTRF ADP detection, 30 min; in the data active = activity change below about -30%; note: % is set by controls: 0 for no effect and ±100 for the full control effect
#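 TRiC at 40 or 20 nM final (batch-dependent) in 30 mM Tris pH 7.4, 100 mM KCl, 5 mM MgCl2, 1 mM DTT, with compound at single 76 uM and 10 uM ATP, 30 min at 37 deg C. ADP detected by HTRF Transcreener, 665/615 ratio.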
# Akt phos inh: HTS Assay for Inhibitors of Akt Phophorylation: Primary Screen. Neuro2A IGF-stimulated pAkt S473 HTRF, 20 min; stronger effect = lower value. activity change, % for hits at 50 µM. 0.32% of 360,000 active; in the data active = activity change below about -80%; inconclusive = mostly about -51% to -80%; note: % is set by controls: 0 for no effect and ±100 for the full control effect
#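 Neuro2A cells in DMEM with 0.5% FBS, overnight at 37 deg C, given compound at single 50 µM final, then IGF (6 nM final) for 20 min at 37 deg C. Lysed; phospho-Akt Ser473 by HTRF after 24 h, 665/615 ratio.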
# Nrf2 block: Nrf2 qHTS screen for inhibitors; A549 ARE-Fluc reporter, luciferase luminescence, 18-24 h; Potency, µM (titrated, usually from 46 µM), for inactives: at the highest dose activity change, negative = inhibition, actives largely listed as inhibitors; 2.1% of 360,000 active; AID 504444, 2011; note: potency is the fitted concentration of half-maximal effect; % is set by controls: 0 for no effect and ±100 for the full control effect; nearly all actives have a fitted effect of over 60% in size
#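 A549 ARE_Fluc cells, 5000/well, 5% FBS OPTI-MEM; compounds in dose-response, 18-24 h at 37 °C/5% CO2; CellTiter-Fluor viability read (Ex 405/Em 525), then BugLite luciferase luminescence = Nrf2 activity.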
# TGFb SMAD3 inh: qHTS for Inhibitors of TGF-b | HepG2 CAGA-GFP TGF-b/SMAD3 reporter, GFP fluorescence, 18 h; TGF-beta stimulated, 500 pg/mL final | Potency, µM (doses to about 46.1 µM), inactives show top-dose activity, negative = inhibition, most hits filed as inhibitors | 1.2% of 410,000 active | AID 588855, 2011; note: potency is the fitted concentration of half-maximal effect; % is set by controls: 0 for no effect and ±100 for the full control effect; nearly all actives have a fitted effect of over 65% in size
#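 Cell-based qHTS in HEPG2 carrying a CAGA-GFP Smad reporter; compounds added before 500 pg/mL final TGF-beta, 18 h incubation at 37 degrees C, GFP fluorescence quantified per cell by imaging cytometry.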
# Numbers without * were called inactive; i = inactive; u = inconclusive; x = no result given; & = joins results of further samples; [ ] = remark or other dose. Unless noted, calls come from the whole dose curve; as a rule, active = well fitted curve in the direction sought with a large enough effect; inconclusive = small, poorly fitted or top-dose-only effect, or another doubt; inactive = no such curve, though single readings can be large; an effect the other way counts as inactive or inconclusive.
No.	canonical_smiles	HepG2 viability	Abeta yeast res	A549 viability	Mm-Cpn inhibitor	Nrf2 ARE act	CCT modulator	Akt phos inh	Nrf2 block	TGFb SMAD3 inh
1	CCOC(=O)N1CCN(c2nc(C(F)(F)F)nc3c(C)cc(C)cc23)CC1	-24.9%	14.9%	-9.5%	x	-0.7%	1.3	i	23.1µM*	13.1%
2	C[C@]12C[C@H](O)[C@H]3[C@@H](CCC4=CC(=O)CC[C@@]43C)[C@@H]1CC[C@@H]2C(=O)CO	-55.0%	5.6%	-8.2%	2.0%[15.4 µM]	3.2%	2.2	i	0.411µM*	18.3%
3	O=C(NNC(=O)C1CC1c1ccccc1)c1ccccc1F (stereo unspecified)	1.8%	-14.5%	4.7%	3.3%	0.2%	-1.5	i	7.6%	-1.6%
4	O=C(N/N=C/c1ccccc1F)c1ccccc1OCc1ccccc1	8.5%	-8.4%	-21.8%	0.5%	u	0.2	i	-13.1%	28.1%
5	O=C(COc1cccc(NC(=O)c2ccccc2)c1)c1ccccc1	-3.9%	4.8%	-14.7%	-4.2%	0.1%	-0.9	i	20.6µM*	-7.9%
6	CC1CCc2c(sc(NS(=O)(=O)c3ccccc3)c2C(=O)OC(C)C)C1 (stereo unspecified)	-34.0%	22.3%	-2.2%	1.7%	2.1%	-3.8	i	u	-9.1%
7	O=C(Nc1ccnn1C1CCN(C(=O)c2cccnc2)CC1)c1cccc(F)c1	0.0%	3.6%	x	x	-1.2%	-1.7	i	x	11.3%
8	CCc1ccccc1Nc1nc(N)nc(CSCC(=O)Nc2ccc(C)c(C)c2)n1	-19.6%	-0.6%	-7.4%	0.5%	0.4%	2.0	i	-17.3%	-19.3%
9	CN(Cc1ccccc1)C(=O)CSc1nnc(-c2cccc(Cl)c2)o1	-11.0%	-18.2%	0.0%	x	4.2%	x	x	-17.2%	-26.2%
10	COc1ccc(C(=O)Nc2cccc(NC(C)=O)c2)cc1	-38.9%	-20.2%	x	x	5.3%	2.1	i	x	-2.0%
11	COc1cccc(C2CC(c3cccc(OC)c3)n3nc(N)nc3N2)c1 (stereo unspecified)	-28.4%	-4.1%	16.8%	-1.3%	3.1%	0.1	i	3.2%	-5.0%
12	CCCCCC(=O)Nc1cccc2ccccc12	-11.1%	27.1%	0.6%	0.9%	1.7%	-1.3	i	-8.4%	-2.4%
13	Cc1ccccc1NC(=O)c1ccccc1-c1ccccc1	-2.1%	-9.1%	0.3%	3.3%	-0.6%	-2.5	i	u	6.5%
14	O=C1CC/C=C\C[C@@H](CC(=O)N(CCO)Cc2ccccc2)C(=O)N2CCC[C@H]2CO1	-1.0%	-13.9%	-3.5%	-0.9%	-0.5%	1.0	i	-4.4%	5.2%
15	OCCC1CN(Cc2cccc3nonc23)CCN1Cc1ccsc1 (stereo unspecified)	7.7%	2.2%	-14.2%	-2.2%	-0.5%	0.7	i	-6.1%	4.7%

# Going on with the list:
No.	canonical_smiles	HepG2 viability	Abeta yeast res	A549 viability	Mm-Cpn inhibitor	Nrf2 ARE act	CCT modulator	Akt phos inh	Nrf2 block	TGFb SMAD3 inh
16	CC(=O)Nc1ccc(NS(=O)(=O)c2cc([N+](=O)[O-])ccc2C)cc1	-2.4%	-1.2%	3.2%	1.3%	0.3%	2.0	i	17.8%	-6.7%
17	CSc1nnc(CNC(=O)c2ccccc2)n1-c1ccc(F)cc1	2.0%	8.9%	-4.7%	0.1%	0.3%	1.9	i	7.4%	-8.8%
18	COCCCNC(=O)c1ccc2c(c1)N=C(C)c1c(C)ccc(C)c1S2	-28.9%	-21.8%	-11.3%	x	0.8%	x	x	18.6%	u
19	Nc1ccccc1SC(C[N+](=O)[O-])c1ccccc1 (stereo unspecified)	-98.5%	-45.8%[inhibitor]	2.1%	0.1%	u	-1.8	i	20.7%	u
20	COc1ccc(C(=O)Cn2c(C(=O)/C=C/c3ccccc3)nc3ccccc32)cc1	-50.5%	-1.9%	-18.6%	-3.5%	2.8%	-1.6	i	u	1.8%
21	CCCN(CC(=O)Nc1ccccc1C)C(=O)Cc1n[nH]c(=O)c2ccccc12	-0.7%	-0.4%	4.3%	0.4%	0.4%	0.4	i	3.9%	5.8%
22	COc1ccc(C(=O)NCCCc2ccccc2)cc1	-23.8%	15.1%	-8.8%	x	0.2%	-2.1	i	u	-5.3%
23	O=c1[nH]c2ccc([N+](=O)[O-])cc2[nH]1	0.4%	-3.4%	0.1%	x	1.6%	-3.1	i	1.4%	4.1%
24	O=S(=O)(NCC(c1ccco1)S(=O)(=O)c1cccs1)c1ccc(Cl)cc1 (stereo unspecified)	-25.6%	-12.7%	0.5%	x	18.5%	x	x	x	u
25	O=C(c1ccc(CSCc2ccccc2F)o1)N1CCN(c2ccc(N3CCOCC3)nn2)CC1	-24.8%	-5.1%	3.3%	-3.4%	4.9%	-2.2	i	-8.1%	-10.4%
26	NS(=O)(=O)c1cccc(NC(=O)c2cncc(Br)c2)c1	-10.0%	-18.5%	-0.9%	1.0%	-0.5%	-2.1	i	3.5%	-0.3%
27	O=C1CCC[C@@H]2[C@H](Cc3ccccc3)[C@@H](O)C[C@@H]3CCN1[C@@H]32	5.2%&24.9%	7.1%	1.3%	x	-1.0%	-1.4	i	1.2%	12.5%&0.4%
28	Cc1ccc(Nc2nnc(SCC(O)=C(C#N)c3nc4ccccc4[nH]3)s2)c(C)c1	-11.7%	24.0%	0.7%	x	12.4%	-2.0	i	-9.2%	-3.0%
29	COc1cccc(NC(=O)CSC2=Nc3ccccc3N=C(c3ccc(F)cc3)C2)c1	2.1%	-7.5%	-0.9%	x	22.6%	x	x	x	-23.1%
30	COc1ccc(Br)cc1C(=O)Nc1ccc(C(=O)NCC(C)C)cc1	6.8%	-0.1%	-4.1%	2.1%	0.3%	0.8	i	u	-0.7%

# Further entries
No.	canonical_smiles	HepG2 viability	Abeta yeast res	A549 viability	Mm-Cpn inhibitor	Nrf2 ARE act	CCT modulator	Akt phos inh	Nrf2 block	TGFb SMAD3 inh
31	COCC(=O)Nc1ccc(N2CCOCC2)c(S(=O)(=O)Nc2ccc(OC)cc2)c1	-16.3%	4.5%	-14.7%	-0.8%	-0.2%	-5.7	i	15.0%	-6.6%
32	COCCCNc1nc2ccccc2nc1NS(=O)(=O)c1ccc(OC)cc1	5.4%	-7.9%	-4.5%	0.2%	-0.1%	-1.8	i	-1.0%	-11.6%
33	CCC(=O)Nc1cc(=O)[nH]c2nc(-c3ccc(Cl)cc3)nn12	-1.2%	2.5%	-0.8%	1.7%	-0.6%	-3.3	i	-20.2%	1.8%
34	COc1ccc(C(=O)NCCn2cc(SCC(=O)Nc3cc(C)on3)c3ccccc32)cc1OC	4.4%	14.1%	-0.2%	1.1%	0.3%	-0.2	i	16.5%	-1.3%
35	COCCNC(=O)[C@H]1N2C(=O)c3c(ccc(OC)c3OC)C2SC1(C)C (stereo partly specified)	-5.4%	-1.1%	1.4%	-1.8%	-0.3%	-3.7	i	8.6%	0.0%
36	COc1ccc(N2C(=O)CC(Sc3nccc(C)n3)C2=O)c(OC)c1 (stereo unspecified)	14.2%	8.1%	x	x	-0.1%	-0.1	i	x	3.4%
37	COc1cc2cc(CCCOC(=O)CCC(=O)O)oc(=O)c2cc1OC	-0.1%	-4.4%	7.1%	0.2%	-0.7%	-4.7	i	6.8%	-4.7%
38	COc1ccc2oc(=O)c(C(=O)Nc3cccc(C(C)=O)c3)cc2c1	-32.7%	-11.3%	-1.2%	0.6%	0.5%	0.6	i	19.2%	32.7%[activator]
39	O=C(Cc1ncc(C(F)(F)F)cc1Cl)N1CCN(c2ccccn2)CC1	-3.5%	-6.3%	1.6%	-2.2%	-0.4%	0.4	i	-3.7%	2.4%
40	COc1ccccc1NC(=O)Cn1cnc2c(oc3nc4c(cc32)CCCC4)c1=O	-6.1%	-7.3%	-4.5%	-3.0%	-0.5%	-2.9	i	5.1%	-0.8%
41	Cc1ccc(-c2sc(-c3ccccc3)nc2CC(=O)Nc2ccccc2F)cc1	-6.7%	-3.2%	-1.6%	-11.3%	0.1%	-0.7	i	-22.8%	u
42	CC(=O)Nc1sc(C)c(C)c1C(=O)OC(C)C	-8.5%	14.6%	8.4%	2.0%	1.5%	1.9	i	3.4%	-18.5%
43	O=C(Cn1ncc2c(=O)oc3ccccc3c21)N(Cc1ccco1)C1CCCCC1	-13.6%	-10.7%	13.0%	0.2%	0.9%	-3.0	i	12.1%	0.5%
44	CCOc1ccc(NC(=O)Cc2csc(COc3cccc(C)c3)n2)cc1	8.9%	-5.6%	4.2%	x	0.3%	x	x	-6.9%	18.0%
45	COc1ccc(CNC(=O)N[C@@H](CC(C)C)C(=O)O)cc1OC	0.7%	-0.2%	-0.7%	0.9%	-0.7%	-2.5	i	-0.4%	1.4%
46	CN(N=C(c1ccccc1)c1ccccc1)c1ccccc1	-3.1%	2.3%	-6.6%	x	2.4%	-1.2	i	17.9%	0.6%
47	O=C(c1ccc2oc(Cc3ccc(Cl)cc3)nc2c1)N1CCCCC1CCO (stereo unspecified)	-3.3%	8.4%	-1.6%	-3.0%	0.4%	0.4	i	-9.5%	u
48	Cc1ccc(S(=O)(=O)c2nc(-c3cccs3)oc2SC(C)C)cc1	-16.8%	-4.7%	-11.8%	x	-0.5%	x	x	0.9%[9.27 µM]	u
